# BAZ2B inh – blocks human BAZ2B; 360,000 tested, 4.4% active; Potency, µM (doses to about 114 µM), for the others: at the top dose activity change, negative = inhibition, usual class: inhibitors; AID 504333; AlphaScreen BAZ2B-H3K14Ac peptide displacement; Q9UIF8; further: on the % scale 0 is the no-effect control and ±100 the full control effect; nearly all actives have a fitted effect of over 60% in size
#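 AlphaScreen luminescence quantifies BAZ2B engagement of H3K14Ac peptide; the protein and biotinylated peptide are both at 50 nM final, buffer PBS pH 7.4 with 0.01% Tween-20, all steps at room temperature.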
# Pol eta inh – blocks human DNA polymerase eta activity | Q9Y253 | recombinant Pol eta, fluorescent DNA replication assay | Potency, µM (top dose mostly 114 µM), for the others: at the top dose activity change, negative = inhibition, hits mostly inhibitors | 390,000 tested, 1.2% active | AID 588591; further: on the % scale 0 is the no-effect control and ±100 the full control effect
#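 Fluorescent replication assay: 50 nM final substrate added after a 15 min room-temperature compound preincubation with 10 nM enzyme. Signal taken at 0 min and again at 10 min.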
# BLM inh – Bloom syndrome helicase (human) inhibition; P54132; recombinant BLM DNA unwinding, fluorescence dequenching; Potency, µM (doses to about 56.1 µM), inactives show top-dose activity change, negative = inhibition, hits mostly inhibitors; 350,000 tested, 0.2% active;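 further: plate controls were vehicle for no effect and no enzyme for full effect; nearly all actives have a fitted effect of over 35% in size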
# Target sequence (P54132 whole entry, looked up): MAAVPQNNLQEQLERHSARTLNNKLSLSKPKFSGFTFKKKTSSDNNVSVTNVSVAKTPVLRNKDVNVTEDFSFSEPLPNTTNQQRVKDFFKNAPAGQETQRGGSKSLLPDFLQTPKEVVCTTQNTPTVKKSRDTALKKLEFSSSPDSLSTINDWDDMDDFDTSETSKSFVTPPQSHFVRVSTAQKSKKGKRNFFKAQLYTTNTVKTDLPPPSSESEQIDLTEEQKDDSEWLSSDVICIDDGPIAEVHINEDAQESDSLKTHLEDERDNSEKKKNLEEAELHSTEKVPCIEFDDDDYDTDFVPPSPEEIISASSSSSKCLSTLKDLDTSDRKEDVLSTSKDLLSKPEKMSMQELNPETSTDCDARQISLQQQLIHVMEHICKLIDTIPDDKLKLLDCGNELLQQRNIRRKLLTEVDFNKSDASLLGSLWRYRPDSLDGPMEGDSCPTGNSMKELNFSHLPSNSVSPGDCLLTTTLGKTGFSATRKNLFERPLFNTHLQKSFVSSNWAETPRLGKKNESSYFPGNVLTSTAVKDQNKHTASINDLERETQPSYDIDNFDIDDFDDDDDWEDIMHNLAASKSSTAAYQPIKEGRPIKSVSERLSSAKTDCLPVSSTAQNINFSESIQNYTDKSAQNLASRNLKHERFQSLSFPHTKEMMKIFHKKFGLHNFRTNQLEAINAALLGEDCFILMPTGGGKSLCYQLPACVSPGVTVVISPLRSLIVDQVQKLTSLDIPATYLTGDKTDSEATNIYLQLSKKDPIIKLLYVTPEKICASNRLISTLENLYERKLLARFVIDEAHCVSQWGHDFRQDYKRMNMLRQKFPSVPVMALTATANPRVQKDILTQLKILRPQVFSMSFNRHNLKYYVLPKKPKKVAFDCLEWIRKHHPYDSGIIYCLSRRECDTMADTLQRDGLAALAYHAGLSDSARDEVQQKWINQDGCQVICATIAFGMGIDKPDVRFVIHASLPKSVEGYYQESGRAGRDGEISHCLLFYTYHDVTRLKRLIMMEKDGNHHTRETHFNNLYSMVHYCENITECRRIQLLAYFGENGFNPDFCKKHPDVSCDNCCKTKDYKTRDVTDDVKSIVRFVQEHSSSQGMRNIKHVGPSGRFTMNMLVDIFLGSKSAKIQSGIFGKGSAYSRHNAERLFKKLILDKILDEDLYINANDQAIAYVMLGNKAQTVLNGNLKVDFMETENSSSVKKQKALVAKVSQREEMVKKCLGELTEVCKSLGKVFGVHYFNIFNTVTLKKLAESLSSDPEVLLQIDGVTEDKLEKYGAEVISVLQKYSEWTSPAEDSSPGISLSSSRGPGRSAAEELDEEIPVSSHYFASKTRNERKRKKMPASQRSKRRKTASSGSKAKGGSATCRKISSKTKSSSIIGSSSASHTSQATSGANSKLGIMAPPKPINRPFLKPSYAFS
# Apoferritin bind – binds horse apoferritin like a general anesthetic; P02791; apoferritin/1-aminoanthracene competitive binding, fluorescence; Potency, µM (top dose mostly 77.5 µM), without a hit: top-dose activity change, negative = displacement, hits mostly inhibitors; 350,000 tested, 0.074% active; further: on the % scale 0 is the no-effect control and ±100 the full control effect; nearly all actives have a fitted effect of over 20% in size
#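 In PBS, apoferritin at 10 uM is loaded with 1-AMA from a 50% saturated solution. After 10 min of compound exposure at ambient temperature, reduced 535 nm fluorescence indicates probe displacement.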
# POLB inh – blocks human DNA polymerase beta activity; Potency, µM (top dose mostly 114 µM), inactives show top-dose activity change, negative = inhibition, actives largely listed as inhibitors; Pol beta primer extension/strand displacement, fluorescence kinetic; AID 485314; P06746; 340,000 tested, 1.3% active; further: on the % scale 0 is the no-effect control and ±100 the full control effect
#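 Curves were derived by four-parameter Hill fits of normalized qHTS data. The kinetic fluorescent primer-extension read was taken at 0 and 10 min after 50 nM substrate, following a 15 min room-temperature preincubation of 10 nM enzyme with compounds.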
# APEX1 inh – APE1 (human) endonuclease inhibition; P27695; Potency, µM (highest dose often 65.8 µM), for the others: at the top dose activity change, negative = inhibition, usual class: inhibitors; recombinant APE1, TAMRA/BHQ-2 abasic DNA cleavage fluorescence; 350,000 tested, 0.35% active;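 further: plate controls were vehicle for no effect and reference inhibitor for full effect; nearly all actives have a fitted effect of over 55% in size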
#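 0.75 nM APE1 + cpd, 15 min RT; start w/ 50 nM TAMRA/BHQ-2 THF-abasic dsDNA; kinetic fluor 525/598 nm ×3 reads @60 s; Δ(read3−read1); normalized to DMSO and NSC13755 control wells.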
# G9a block – G9a (human) methyltransferase inhibition. Q96KQ7. 350,000 tested, 8.8% active. AID 504332. G9a H3K9 monomethylation, AlphaScreen, 2 h. Potency, µM (doses to about 102 µM), without a hit: top-dose activity, negative = inhibition, most hits filed as inhibitors; further: on the % scale 0 is the no-effect control and ±100 the full control effect; nearly all actives have a fitted effect of over 75% in size
#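 Signal arises when biotinylated H3K9 peptide, once monomethylated, bridges streptavidin donor and antibody-captured acceptor beads. Enzyme at 20 nM was preincubated 15 min with test compounds; peptide 500 nM and SAM 20 uM then reacted for 2 h.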
# Pol kappa inh – blocks human DNA polymerase kappa activity. AID 588579. purified Pol kappa, fluorescent DNA synthesis assay, 10 min. Q9UBT6. Potency, µM (series often up to 107 µM), for inactives: at the highest dose activity, negative = inhibition, hits mostly inhibitors. 400,000 tested, 0.53% active; further: on the % scale 0 is the no-effect control and ±100 the full control effect
#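 Inhibition of 10 nM Pol kappa is measured by a fluorescent read-out at 0 and 10 min following addition of 50 nM substrate (final), with a 15-min room-temperature compound preincubation.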
# POLI inh – DNA polymerase iota (human) inhibition. Q9UNA4. Pol iota fluorescent replication assay, 10 min. Potency, µM (titrated, usually from 115 µM), for inactives: top-dose activity, negative = inhibition, most hits filed as inhibitors. 390,000 tested, 1% active
#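 Pol iota at 10 nM preincubated 15 min with compounds at room temperature; reaction started with fluorescent substrate, 50 nM final. Fluorescence read kinetically at 0 and 10 min; buffer-only wells as negative control.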
# An asterisk follows results filed as active; ? = inconclusive; . = no result given; [ ] = dose if it differs, or a comment. The call rests on the fitted dose curve; in most records, active means well fitted curve in the direction sought with a large enough effect; inconclusive means small, poorly fitted or top-dose-only effect, or another doubt; inactive means no such curve, though single readings can be large; an effect the other way counts as inactive or inconclusive. Potency means the concentration at half of the fitted maximal effect. The list is partial (hit frequency here may not be typical).
compound,POLI inh,G9a block,Apoferritin bind,BLM inh,POLB inh,Pol kappa inh,APEX1 inh,BAZ2B inh,Pol eta inh
CC(=O)Nc1cccc(-c2nc3ccc(NC(C)=O)cc3[nH]2)c1,?,-34%[59 µM],-5%,1%,45µM*,?,-8%,?,?
COc1ccc(NC(=O)CSc2nc3[nH]c(=O)cc(O)c3s2)cc1OC,?,17%[12.7 µM],.,.,.,-9%,12%,10%,?
Cc1cc(C)n(-c2nc3ccccc3n3c(C)nnc23)n1,73%[activator],-10%[59 µM],-6%,-3%,48%,11%,-7%,-17%,-12%
CCOC(=O)c1nnn(-c2nonc2N)c1-c1ccc(OCC)cc1,11%,-7%,-6%,-5%,6%,-6%,-7%,-2%,-14%
Cc1ccc(C)c(NC(=O)c2cc(S(=O)(=O)N3CCCc4ccccc43)ccc2F)c1,-8%,0%[59 µM],-15%,-9%,21%,0%[60.1 µM],.,8%,12%
CCc1ccc(OC(C)c2nc(-c3ccc(-n4cccc4)cc3)no2)cc1 (stereo unspecified),-21%,10%[59 µM],33%[activator],-8%,-6%,-14%,.,18%,-30%
O=C(CCNC(=O)C1CCN(S(=O)(=O)c2ccc(F)cc2)CC1)NCCc1ccc(Cl)cc1,16%,31%[activator],0%,-1%,-26%,-1%,41%,1%,-18%
Cc1ccc(-c2nc3ccccc3s2)cc1NC(=O)c1cc(-n2cnnc2)ccc1Cl,-1%,?,-11%,-7%,38%[activator],0%,13%,6%[57.1 µM],?
CCc1ccc(N2CC(C(=O)Nc3ccc(F)cc3)CC2=O)cc1 (stereo unspecified),37%[activator],-10%[59 µM],-6%,-1%,-11%,9%,4%[12.4 µM],6%,-14%
CCN(CCCNC(=O)c1cc2cc3cc(C)ccc3nc2s1)c1cccc(C)c1,12%,-44%[59 µM],-4%,-4%,-1%,-7%[60.1 µM],.,-30%,-19%
Cc1ccccc1CN(c1ccc(C(=O)N2CCCC2)cc1)S(C)(=O)=O,?,-15%[59 µM],0%,0%,7%,-3%,5%,7%,-9%
O=C(/C=C/C=C/c1ccccc1)c1ccco1,-13%,50µM*,-2%,-12%,?,-1%,-1%,?,-2%
O=C(NCCCN1CCOCC1)c1cc2cc(Br)ccc2oc1=O,-1%,-3%[59 µM],6%,-4%,1%,-10%,0%,-6%,2%
Cc1cc(Nc2ccccc2)n2nc(C)c(-c3ccccc3)c2n1,8%,.,30%,0%,12%,-25%,3%,64%[activator],-24%
OCCC1CN(Cc2ccc3nsnc3c2)CCN1C1CCCC1 (stereo unspecified),14%,10%,-11%,0%,18%,6%[60.1 µM],2%,2%,-19%
CCOc1ccc(-c2nnc(SCC(=O)N3CCCC3)o2)cc1,38%[activator],1%,-7%,3%,51%,-9%,15%,?,-3%
CC(=O)Nc1ccc(S(=O)(=O)NCc2ccc(C(=O)NCc3ccc4c(c3)OCO4)cc2)cc1,14%,12%[59 µM],?,-6%,3%,-4%,-3%,7%,-14%
CCOC(=O)C1CCN(S(=O)(=O)CCNC(=O)c2cccc(OC)c2)CC1,34%[activator],18µM*,.,.,.,-5%,51%[activator],-1%,1%
N/C(=N\O)c1cccc(CS(=O)(=O)c2ccccn2)c1,-10%[58.9 µM],35%[activator],16%,-3%,-6%,-1%,1%,32%[activator],-19%
CSCc1nc2sc(C(=O)Nc3nc(C)cs3)c(C)c2c(=O)[nH]1,?,45µM*,-12%,-17%,-3%,-25%,?,?,32µM*

# Structures from the list above with two or more sulfur atoms:
compound,POLI inh,G9a block,Apoferritin bind,BLM inh,POLB inh,Pol kappa inh,APEX1 inh,BAZ2B inh,Pol eta inh
COc1ccc(NC(=O)CSc2nc3[nH]c(=O)cc(O)c3s2)cc1OC,?,17%[12.7 µM],.,.,.,-9%,12%,10%,?
CSCc1nc2sc(C(=O)Nc3nc(C)cs3)c(C)c2c(=O)[nH]1,?,45µM*,-12%,-17%,-3%,-25%,?,?,32µM*

# The results go on.
compound,POLI inh,G9a block,Apoferritin bind,BLM inh,POLB inh,Pol kappa inh,APEX1 inh,BAZ2B inh,Pol eta inh
Cc1ccc(CCNC(=O)C2CCC(=O)N(CC3CCCCC3)C2)cc1 (stereo unspecified),-2%,17%,-10%,5%,?,-4%,34%,9%,-18%
COc1ccc(C(=O)Nc2ccc([N+](=O)[O-])cn2)c(OC)c1,23%,-4%,-2%,6%,-3%[57.1 µM],-14%,11%,-3%,-23%
Cc1ccc(C)c(N(C(=O)c2csnn2)C(C(=O)NC2CCCCC2)c2ccncc2)c1 (stereo unspecified),46%[activator],11%,21%,-7%,1%,-10%,53%,-4%,-6%
Cc1ccc(CC(=O)Nc2nccs2)cc1,27%,.,-7%,-4%,2%,-3%,1%,-14%,-15%
CCN(CC)S(=O)(=O)c1cccc(C(=O)Nc2ccccc2C(=O)Nc2ccc(Cl)cc2)c1,23%,10%[59 µM],-1%,-10%,-1%,-22%[60.1 µM],.,5%,-22%
CC(CN1CCOCC1)C(=O)O (stereo unspecified),10%,-10%[59 µM],-4%,-9%,8%,-1%,6%,7%,-18%
O=P(COc1ccccc1)(c1ccccc1)c1ccccc1,7%,26%[0.501 µM],-8%,-5%,88%,-4%,-3%,3%,-9%
OC(CNCc1ccc2c(c1)OCO2)COc1ccccc1 (stereo unspecified),28%,.,-6%,1%,35%,-16%,21%,-13%,-6%
Oc1ccccc1/C=N/NC(=S)NC1CC2C=CC1C2 (stereo unspecified),40%[activator],?,?,-12%,-14%,1%,0%,28µM*,-19%
O=C(c1cc(-c2ccc(Cl)cc2)on1)N1CCCCCC1,105%[activator],-13%[59 µM],2%,-1%,-23%,-4%,26%[12.4 µM],2%,-23%
COc1ccc(C)cc1NC(=O)CNC(=O)Cn1ccc2ccccc2c1=O,-12%,37%[59 µM],8%,1%,3%,-15%,1%,21%,-10%
O=C(CNC(=O)c1ccccc1F)c1ccc(Br)cc1,36%[activator],-6%,-8%,-2%,19%,-1%,5%,-2%,-23%
Cc1ccc(SCc2c(C#N)c3ccccc3n2C)cc1,-13%,64%[activator][59 µM],53%[activator],-1%,26%,-12%,12%,73%[activator],-17%
CC(C)c1ccc(NC(=O)c2cc(S(=O)(=O)NCCc3ccccc3)ccc2F)cc1,-1%,5%[59 µM],?,-11%,0%,-12%[60.1 µM],.,0%,-26%
COc1cc(CN2CCN(CCCSc3cc(C(C)(C)C)c(O)c(C(C)(C)C)c3)CC2)cc(OC)c1OC,.,.,6%,-7%,.,-16%[60.1 µM],-1%,.,.
CCOc1ccc(NC(=O)CS(=O)(=O)c2cn(C)c3ccccc23)cc1,14%,-16%[59 µM],-3%,2%,0%,-7%,-3%,8%,-2%
CCCCC(=O)N1CCCC(c2nc3c(nnn3Cc3cc(C)ccc3C)c(=O)[nH]2)C1 (stereo unspecified),6%[58.9 µM],10%,?,0%,-2%,-10%,5%,-22%,-10%
CN(Cc1nc(-c2ccncc2)no1)S(=O)(=O)c1ccccc1,17%,?,0%,-9%,-3%,-3%,-1%,5%,-10%
O=C(C[n+]1ccccn1)c1ccccc1,59%[activator],.,-8%,-1%,-4%,-2%,-5%,-11%,4%
Cc1cccc(CNC(=O)C2CCCN(c3nn4c(=O)cc(C)nc4s3)C2)c1 (stereo unspecified),5%,43%,-18%,0%,-3%,0%,10%,1%,-12%

compound,POLI inh,G9a block,Apoferritin bind,BLM inh,POLB inh,Pol kappa inh,APEX1 inh,BAZ2B inh,Pol eta inh
CCN1CCN(CCNC(=O)CCCCCn2c(=O)[nH]c3cc(C(=O)OC)ccc3c2=O)CC1,5%,1%,-7%,0%,6%,4%,2%,7%,-6%
Cc1ccc(C(=O)NCC(=O)OCC(=O)NC2CCS(=O)(=O)C2)cc1C (stereo unspecified),82%[activator],9%[59 µM],2%,0%,54%,-12%,22%,-1%,-3%
O=C(O)C1CCC(=O)N1C1c2ccccc2Oc2ccccc21 (stereo unspecified),6%,-9%,2%,3%,14%,-7%,-2%,-5%,-16%
COc1ccc(C(=O)NOCc2ccccc2)cc1,4%,-2%[2.33 µM],.,.,.,13%,31%,3%,0%
Cc1ccccc1/C=N\NC(=O)c1csnn1,?,?,-14%,0%,29%,-4%,3%,-4%,-12%
Cc1c(C(=O)NCC(c2ccco2)N(C)C)oc2c(Cl)cccc12 (stereo unspecified),4%,50µM*,.,.,.,-17%,-12%,50µM*,?
O=C1/C(=C\c2ccccn2)SC(=S)N1c1ccc(S(=O)(=O)Nc2nccs2)cc1,?,.,-3%,-13%,?,?,?,50µM*,18µM*
COc1cccc(COc2ccc(N(C)S(=O)(=O)c3ccccc3)cc2)c1,98%[activator],76%[activator],85%[activator],-5%,29%,-1%,0%,19%,-8%
Cc1ccsc1/C=N\NC(=O)c1n[nH]c2c1CCC2,6%,9%,-3%,5%,11%,-12%,1%,25%,-7%
O=C1C/C(=C\c2c(F)cccc2Cl)N2CCC1CC2,-11%,-3%,-17%,1%,30%,-22%,-4%,-21%,?
COc1cc(OC)c(C2=NOC(C(=O)O)C2)cc1Cl (stereo unspecified),-12%,14%[59 µM],-7%,-2%,0%,-3%,-1%,-1%,-3%
COc1cc(/C(C)=N/NC(=O)CSc2nc3ccccc3[nH]2)ccc1O,57%[activator],-1%,4%,-5%,0%,-7%,0%,-16%,-6%
COc1ccc(-n2nc3c(c2NC(=O)c2ccc(Br)cc2)CS(=O)C3)cc1 (stereo unspecified),29%,?,-12%,1%,23%,-14%,25%,13%,-12%
Cn1cnnc1SCC(=O)Nc1cc(S(=O)(=O)N2CCCCC2)ccc1Cl,83%[activator],.,-5%,-7%,-1%,-2%,17%,-3%,-23%
Cc1cccc(C(=O)NCC(=O)NCCSc2ccc(Br)cc2)c1,9%,-5%,.,.,.,-4%,4%,-2%,-23%
COc1ccc2sc(-c3ccc(SC)cc3)c(-c3ccc(O)cc3)c2c1,12%,.,.,.,.,-17%,-10%,.,-10%
CSc1ccc(S(=O)(=O)Nc2cccc(F)c2)cc1,.,21%[59 µM],-8%,-5%,10%,.,-1%,7%,.
